NPSR antagonist: antagonists of human neuropeptide S receptor cAMP signaling. CHO-NPSR cells, cAMP TR-FRET, antagonist mode. Potency, µM (top dose mostly 38.3 µM), inactives show top-dose activity change, negative = inhibition, usual class: inhibitors. 220,000 compounds, 1% hits. AID 1461; further: potency means the concentration at half of the fitted maximal effect; on the % scale 0 is the no-effect control and ±100 the full control effect; nearly all actives have a fitted effect of over 50% in size; many of its hits are not listed in these tables
Target sequence (Q6W5P4 whole entry, looked up): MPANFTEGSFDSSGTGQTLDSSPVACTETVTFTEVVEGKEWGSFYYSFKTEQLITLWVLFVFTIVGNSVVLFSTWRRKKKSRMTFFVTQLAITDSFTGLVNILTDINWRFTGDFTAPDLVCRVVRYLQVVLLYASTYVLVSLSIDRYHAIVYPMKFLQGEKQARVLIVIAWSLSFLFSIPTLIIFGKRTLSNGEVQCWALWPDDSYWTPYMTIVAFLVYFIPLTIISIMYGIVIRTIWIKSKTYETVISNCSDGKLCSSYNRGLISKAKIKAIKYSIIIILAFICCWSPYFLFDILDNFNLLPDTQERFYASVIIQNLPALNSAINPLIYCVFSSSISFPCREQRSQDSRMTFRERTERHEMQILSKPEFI
GLA spleen mod: alpha-galactosidase A (human) modulation | 240,000 compounds, 0.008% hits | Potency, µM (titrated, usually from 80 µM), without a hit: top-dose activity change, negative = inhibition, hits mostly inhibitors | AID 2107 | human spleen homogenate, 4MU-alpha-Gal fluorescence, 40 min | P06280;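 further: potency means the concentration at half of the fitted maximal effect; 0% = enzyme with vehicle and -100% = no enzyme basal signal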
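Inhibition or activation of alpha-galactosidase in human spleen homogenate is scored by 4-MU fluorescence after 40 min at 37C, pH 5.0, with 1 mM substrate. AC50s come from concentration-response fitted to the Hill equation.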
Lamin A splicing: LMNA splicing modulation. HeLa LMNA splicing GFP/RFP minigene ratio, 48 h. Potency, µM (series often up to 46.1 µM), for inactives: at the top dose ratio change, negative = inhibition, most hits filed as inhibitors. 200,000 compounds, 0.01% hits; active means well fitted inhibition curve with a large enough effect in the signal ratio, with a control signal flat, not every such curve was filed as active; inconclusive means small, poorly fitted or top-dose-only effect, or effect the other way, or a change in a side signal; the % refers to the signal ratio; further: potency means the concentration at half of the fitted maximal effect; on the % scale 0 is the no-effect control and ±100 the full control effect
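Read-out is the ratio of GFP to DsRed2 object intensity, acquired by 488 nm laser-scanning cytometry on HeLa lamin A-EGFP minigene reporter cells. Compound incubation 48 hrs at 37 °C in Opti-MEM with 2% FBS; DMSO 0.5% final.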
Epigenetic reg: derepresses silenced GFP reporter in murine cells. murine LDR cells, GFP reporter derepression, 30 h. Potency, µM (highest dose often 53.9 µM), for the others: top-dose GFP activation, actives largely listed as activators. 280,000 compounds, 0.2% hits. AID 1865; further: potency means the concentration at half of the fitted maximal effect; % of control where 0% means no effect; nearly all actives have a fitted effect of over 60% in size
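Murine LDR cells bearing a silenced CMV-driven GFP reporter were exposed to compound for 30 h at 37 C. After PBS washes, GFP-positive cells (20-120 um objects) counted by laser-scanning microplate cytometry.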
IMPase Li inh: cell-permeable IMPase inhibitors with lithium potentiation; 210,000 compounds, 0.35% hits; Potency, µM (series often up to 59.4 µM), for the others: at the top dose activity, negative = IMPase inhibition, actives largely listed as inhibitors; CHO-M1 cells, IP1 TR-FRET (IP-One), carbachol + lithium;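 further: IP1 builds up when IMPase is blocked and the TR-FRET signal falls; potency means the concentration at half of the fitted maximal effect; plate controls were basal vehicle for no effect and high inhibitor control for full effect; nearly all actives have a fitted effect of over 50% in size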
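CHO cells stably expressing M1 receptor (2000/well) were cultured 16–30 h, then exposed to compounds with a small lithium addition for 30 min at 37C. IP1 was measured by TR-FRET competition; AC50 from Hill fits.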
CBFb-RUNX1 inh: blocks binding between human CBF-beta and RUNX1; Q01196+Q13951; AlphaScreen CBFb-His/RUNX1-biotin binding, biochemical; Potency, µM (highest dose often 59.8 µM), without a hit: top-dose activity, negative = inhibition, actives largely listed as inhibitors; 230,000 tested, under 10 active; further: % of control where 0% means no effect
Target sequence (Q01196 whole entry, looked up): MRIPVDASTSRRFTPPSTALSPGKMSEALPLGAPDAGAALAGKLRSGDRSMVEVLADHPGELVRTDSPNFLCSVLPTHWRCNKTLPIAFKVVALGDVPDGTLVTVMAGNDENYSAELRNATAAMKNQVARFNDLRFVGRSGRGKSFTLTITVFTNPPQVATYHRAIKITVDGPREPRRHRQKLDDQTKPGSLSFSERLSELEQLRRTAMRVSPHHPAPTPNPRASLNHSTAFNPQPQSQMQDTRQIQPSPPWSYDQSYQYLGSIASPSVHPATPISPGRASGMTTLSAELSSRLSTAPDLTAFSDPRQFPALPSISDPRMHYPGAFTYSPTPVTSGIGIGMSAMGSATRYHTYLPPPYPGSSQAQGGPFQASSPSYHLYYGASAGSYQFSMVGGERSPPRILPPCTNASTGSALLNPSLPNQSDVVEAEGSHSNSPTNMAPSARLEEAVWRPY
Target sequence (Q13951 whole entry, looked up): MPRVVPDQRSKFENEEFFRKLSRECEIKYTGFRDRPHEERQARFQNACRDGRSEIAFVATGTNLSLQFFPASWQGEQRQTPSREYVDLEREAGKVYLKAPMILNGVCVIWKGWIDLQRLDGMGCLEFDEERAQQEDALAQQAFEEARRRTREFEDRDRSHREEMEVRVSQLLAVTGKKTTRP
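Compounds were screened at multiple concentrations against a preformed CBF-beta(His)/RUNX1(biotin) complex (30 nM of each) for 15 min at room temperature, followed by 90 min with nickel and streptavidin beads and AlphaScreen reading.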
Luc counter: blocks Kinase-Glo luciferase, a counter-screen artifact; Kinase-Glo luciferase, ATP luminescence, 8 min; Q27757; AID 1379; 200,000 compounds, 0.28% hits; Potency, µM (series often up to 38.3 µM), inactives show at the highest dose activity change, negative = inhibition, actives largely listed as inhibitors; further: potency means the concentration at half of the fitted maximal effect; on the % scale 0 is the no-effect control and ±100 the full control effect; nearly all actives have a fitted effect of over 60% in size
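Inhibition of Kinase-Glo luciferase light generation was assessed at 10 uM ATP in pH 7.2 imidazole buffer, with luminescence measured after eight minutes at ambient temperature.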
* hit, by the source's call; ? = inconclusive; / = no result given; & = joins results of further samples; [ ] = dose if it differs, or a comment. Unless noted, the call rests on the fitted dose curve; in most records, active means well fitted curve in the direction sought with a large enough effect; inconclusive means small, poorly fitted or top-dose-only effect, or another doubt; inactive means no such curve, though single readings can be large; an effect the other way counts as inactive or inconclusive.

SMILES | NPSR antagonist | GLA spleen mod | Lamin A splicing | Epigenetic reg | IMPase Li inh | CBFb-RUNX1 inh | Luc counter
Cc1nc(S(=O)(=O)NC2CCCCC2)c(C#N)c(C)c1Cl | -15.3%[46.1 µM] | 1.3% | 2.6% | 0.8% | 8.5%[38.3 µM] | 2.5% | -0.3%
O=C(Nc1ccc(S(=O)(=O)Nc2nccs2)cc1)c1ccc(=O)[nH]c1 | 9.2% | 5.3% | -5.3%[46 µM] | 1.3% | 2.7% | 5.1% | 1.8%
O=C(Nc1ccc(Cl)cc1)c1ccc2nsnc2c1 | -7.8% | -1.9% | / | -1.1% | -7.6% | -2.4% | -1.4%
COc1ccccc1NC(=O)c1ccc2nc(N3C(=O)CCC3=O)sc2c1 | -17.7%[46.1 µM] | -15.2% | -10.0% | -2.3% | -5.9%[38.3 µM] | 4.0% | -12.1%
CCOc1ccc(C2Nc3ccc4ccccc4c3-c3c2c(=O)oc2ccccc32)cc1 (stereo not given) | 10µM* | 9.6% | 5.8% | 0.1% | 5.3%[38.3 µM] | 10.8% | -4.8%
O=C(O)C1CCCCC1C(=O)NCCCN1CCOCC1 (stereo not given) | 5.2%[46.1 µM] | -4.9% | 8.0% | -1.1% | -0.9%[38.3 µM] | 2.3% | 1.2%
O=C1NC(SCCCF)=N/C1=C/c1ccc(-n2cncn2)cc1 | -7.3% | 0.7% | / | 0.7% | / | 6.4% | /
Cc1ccccc1C(=O)OCn1nnc2ccccc2c1=O | -15.0% | 4.0% | -4.6% | -1.0% | 4.4% | 2.5% | 0.7%
Cc1ccc(C)n1-c1cccc(C(=O)Nc2ccccc2)c1 | -5.5% | 8.7% | / | ? | / | -1.4% | /
COc1ccc(N2C(=O)CCC(C(=O)O)C2c2ccc(F)cc2)cc1 (stereo not given) | 1.6%[46.1 µM] | -9.8% | 2.7% | -0.8% | -2.3%[38.3 µM] | 0.7% | -2.8%

One compound at a time, from the list above.
Cc1ccccc1C(=O)OCn1nnc2ccccc2c1=O across the screens: NPSR antagonist: -15.0%; GLA spleen mod: 4.0%; Lamin A splicing: -4.6%; Epigenetic reg: -1.0%; IMPase Li inh: 4.4%; CBFb-RUNX1 inh: 2.5%; Luc counter: 0.7%
O=C1NC(SCCCF)=N/C1=C/c1ccc(-n2cncn2)cc1 across the screens: NPSR antagonist: -7.3%; GLA spleen mod: 0.7%; Lamin A splicing: /; Epigenetic reg: 0.7%; IMPase Li inh: /; CBFb-RUNX1 inh: 6.4%; Luc counter: /

Other entries follow.
SMILES | NPSR antagonist | GLA spleen mod | Lamin A splicing | Epigenetic reg | IMPase Li inh | CBFb-RUNX1 inh | Luc counter
CSC1=C(C#N)C(c2cccs2)CC(=O)N1C (stereo not given) | -0.1%[46.1 µM] | 4.6% | -1.7% | -1.0% | 7.7%[38.3 µM] | 7.4% | 2.8%
O=C(C(=O)N1CCN(c2cccc(Cl)c2)CC1)c1c[nH]c2ccccc12 | 2.0% | 1.6% | -7.8%[9.22 µM] | -3.3% | 1.8% | -3.1% | 1.3%
O=C(NC1CCCC1)c1ccc(CSc2nc3ccncc3n2Cc2ccc(F)cc2)cc1 | -10.9% | -15.8% | -11.3% | -0.5%&-1.8% | 1.5% | 5.3%[2.36 µM] | 12.2%
COc1ccc(CC2(CO)CCN(Cc3ccc4nsnc4c3)CC2)cc1 | 7.9% | -0.8% | -18.5%[46 µM] | 0.0% | 6.2% | 6.2% | -4.0%
O=C(OC(C(=O)NC1CCCC1)c1ccccc1F)c1ccco1 (stereo not given) | 1.2%[46.1 µM] | 8.5% | -6.0% | 1.0% | -10.3%[38.3 µM] | 9.8% | -2.0%
COc1cc(/C=C(\NC(C)=O)C(=O)Nc2cccc(O)c2)ccc1OC(C)=O | 11.5% | 4.7% | 1.0% | -1.9% | -2.0% | 0.1% | 1.3%
O=C(C(Cl)Cl)N1CCN(Cc2ccccc2)CC1 | 22.2% | 2.7% | -14.2% | -1.0% | 7.9% | 5.5% | -0.9%
Cc1ccc(N2C(=O)CC3(CCCC3)CC2=O)cc1 | 2.3% | -3.4% | / | 9.7% | / | 5.2% | /
FC(F)(F)c1ccccc1-c1ccc2ncnc(NC3CCNCC3)c2c1 | / | 6.3% | ? | 0.4% | 12.1% | / | -1.4%
C=CCOc1ccc(CNc2nccs2)cc1OCC | -1.3% | 7.4% | 0.9% | -1.0% | 3.8% | 0.6% | 0.3%
COc1ccc(NC(=O)NC2(C(=O)N3CCCCCC3)CCCCC2)cc1 | 0.6%[46.1 µM] | 5.0% | 2.5% | 0.7% | 6.1%[38.3 µM] | 6.1% | -7.0%
COc1ccc(NC(=S)Nc2ccccc2Cl)cn1 | 9.2% | 7.5% | 5.2%[46 µM] | 7.0% | 7.1% | 1.2% | 3.3%
COCCN1CCn2c(nc3cc(NC(=O)NC4CCCCC4)ccc32)C1 | -9.8%[46.1 µM] | 5.3% | 12.7% | -1.0% | 23.6%[38.3 µM] | -0.4% | -0.8%
CC(=O)Nc1ccc(NC(=O)C(Sc2ccccc2)c2ccccc2)cc1 (stereo not given) | 12.8% | 6.1% | / | 0.1% | / | 5.5% | /
CCOc1cc(N2CCOCC2)c(OCC)cc1NC(=O)CCC1CCCC1 | -14.3%[46.1 µM] | -8.3% | 0.1% | 0.4% | -2.2%[38.3 µM] | -20.8% | -1.0%
Cc1ccc(NC(NC(=O)c2ccccc2[N+](=O)[O-])C(Cl)(Cl)Cl)cc1 (stereo not given) | 2.1% | 13.9% | ? | 0.0% | -6.1% | -23.1% | -1.8%
N#CCOc1nc(N2CCCCC2)nc(N2CCCCC2)n1 | 55.4% | -7.4% | / | 0.1% | 25.7% | 13.8% | -2.4%
Nc1nc(SCC(=O)Nc2ccc(Cl)cc2)[nH]c(=O)c1-c1ccccc1 | 2.7% | -14.7% | / | 0.0% | 5.1% | 5.9% | /
CCCCC(=O)Nc1ccc2c(c1)nc1n2CCOC1 | 1.9%[46.1 µM] | 8.0% | 6.8% | -2.9% | 4.1%[38.3 µM] | 3.9% | -3.4%
CCOC(=O)N1CCC(c2[nH][nH]c(=O)c2C)CC1 | -5.1%[46.1 µM] | 1.5% | 3.8% | 0.0% | -0.9%[38.3 µM] | -0.4% | -1.6%
O=C(NCc1ccc2c(c1)OCO2)C(=O)Nc1ccccc1 | 11.5% | -0.6% | -6.8%[46 µM] | 1.5% | -1.0% | 3.1% | -0.4%
CNC(=S)Nc1cccc(C(=O)O)c1 | 12.8% | 5.9% | / | 1.1% | -2.3% | -3.0% | -0.3%
COc1cccc(N2CC(O)=C(c3nc4ccccc4s3)C2=N)c1 | -19.8% | -0.3% | ? | ? | ? | 4.1% | -2.8%
N#Cc1c(-c2ccccc2Cl)cc(-c2ccccc2)[nH]c1=S | -7.7% | -10.8% | -9.5%[9.22 µM] | -1.3% | -18.2% | -9.8% | -1.8%
CCn1c(SCC(=O)NCc2cccs2)nnc1-c1ccco1 | 3.1%[46.1 µM] | 6.9% | -1.8% | -0.7% | -11.0%[38.3 µM] | 2.2% | -2.4%
N#C/C(=C(/O)COC(=O)c1ccc(Cl)c(S(=O)(=O)N2CCOCC2)c1)c1nc2ccccc2[nH]1 | -9.8% | 3.4% | -13.2% | 0.0% | 11.3% | -22.0% | -0.3%
CCS(=O)(=O)NCC(c1ccco1)N1CCN(c2ccccc2F)CC1 (stereo not given) | 8.3% | -5.0% | 6.7% | 1.1% | 6.0% | 6.3% | 0.3%
CC(Oc1ccc(Cl)cc1Cl)C(=O)NCCCn1ccnc1 (stereo not given) | -15.4%[46.1 µM] | 1.3% | 3.9% | 0.0% | -8.1%[38.3 µM] | 2.8% | -0.4%
CN1/C(=C\C(=O)Nc2ccc(F)cc2)C(C)(C)c2ccccc21 | -24.6%[46.1 µM] | -4.9% | -20.9% | 0.1% | / | -3.5% | /
O=C(CNC(=O)c1ccc(N2C(=O)c3ccccc3C2=O)cc1)OCC(=O)c1cccc2ccccc12 | 1.9% | -0.9% | 7.9% | -1.9% | -6.2% | 7.3% | 0.5%
CN1CCN(c2ccccc2NC(=O)c2ccc(N3CCCCC3)c([N+](=O)[O-])c2)CC1 | -31.5% | -0.5% | / | 0.0% | 19.3% | -1.6% | -4.3%
COc1cc(OC)c2c(-c3ccccc3)cc(=O)oc2c1C(CCN1CCCC1)c1ccc2c(c1)OCO2 (stereo not given) | -2.9% | -4.2%&-0.3% | / | 3.2% | / | -21.4%&-21.4% | /
Cc1nc(C)c(C(=O)Nc2ccccc2-c2ccccc2)o1 | -0.8%[46.1 µM] | 2.4% | 9.7% | -1.0% | / | 2.1% | /
CCC(CC)C(=O)c1c[nH]c(C(=O)NCCCN2CCOCC2)c1 | -5.2%[46.1 µM] | 4.6% | -11.2% | -1.5% | 2.7%[38.3 µM] | 1.0% | 0.5%
COc1ccc(NC(=O)c2cccs2)cc1NC(=O)c1ccco1 | -12.3%[46.1 µM] | -1.4% | ? | 0.0% | -9.7%[38.3 µM] | 0.0% | 1.9%
CC(=O)/C=C1\SC(CC(=O)O)C(=O)N1c1ccccc1 (stereo not given) | -7.7%[46.1 µM] | 1.6% | 2.2% | -6.1% | -9.1%[38.3 µM] | -0.5% | 2.0%
C=C/C1=C/Cc2ccccc2[C@H](C[N+](=O)[O-])C(C(C)=O)(C(=O)OC)C1 (stereo not given in full) | / | -3.0%&-3.5% | / | 5.4%&-1.1% | 5.4%&5.4% | -3.8%&-5.9% | 0.9%&0.0%
CCOc1ccc(NC(=O)CSc2nnc(Cc3cccn3C)n2-c2ccc(F)cc2)cc1 | -17.6% | 1.9% | -14.8% | 0.0% | 2.3% | -20.7% | 3.6%
COc1ccc(OCc2cccc(C(=O)O)c2)cc1 | -16.9%[46.1 µM] | 0.1% | -6.2% | -5.9% | 6.0% | 12.4% | ?
Cn1c(=O)cc(Nc2ccccc2)c2c(=O)n(-c3ccccc3)c(=O)n(-c3ccccc3)c21 | 43.3% | 2.1% | / | -1.3% | / | -3.5% | /
CCCN(Cc1cc2cc(C)ccc2[nH]c1=O)S(C)(=O)=O | -6.5%[46.1 µM] | 6.9% | 12.5% | -0.7% | -1.1%[38.3 µM] | 2.2% | -4.4%
CCC(C)(C)NC(=O)COc1ccc(OCc2ccccc2)cc1 | -13.8% | -6.9% | / | -0.4% | 8.2% | 6.0% | 0.8%
NC(=S)Nc1nccc(-c2cccs2)n1 | 14.8% | 5.1% | / | -0.1% | 22.7% | 3.4% | 0.6%
CCCCNC(=O)CSc1nc2cc3c(cc2c(=O)n1Cc1ccco1)OCO3 | -16.3% | 3.3% | / | -0.2% | 8.7% | 9.3% | 0.6%
COCCN(CCOC)c1cc(C)c(C#N)c2nc3ccccc3n12 | 0.8%[46.1 µM] | 18.8% | 2.6% | 0.9% | -2.6%[38.3 µM] | ? | 0.8%

The list is partial (hit frequency here may not be typical).
